MT stabilizer = microtubule stabilization, imaging screen; AID 2205; hit rate 0.83% among 200,000; HeLa tubulin immunostaining HCS, 24 h; share of cells brighter than vehicle mean+2SD; % tubulin-high responders, % at 10 µM;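 active = plate Z-score above 3 for both tubulin-high and condensed-nucleus cell shares, with cell loss under 80%, at 10 µM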;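 also: anti alpha tubulin signal scored within the nucleus-defined area of each cell; some results filed as inactive read as strong as hits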
Yfh1-depleted yeast = enhancers of respiration in Yfh1-depleted yeast, dose response, Friedreich's ataxia, plus single-dose screen (AID 1465). S. cerevisiae Yfh1-off respiration, WST-1 reduction, 72 h; higher fold induction means a stronger effect. fold induction at 50 µM, or EC50 in µM where a hit was titrated. hit rate 0.074% among 220,000;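 active = fold induction of absorbance versus untreated yeast above a set limit, then at least 30% activation at any dose in follow-up; inconclusive = repeats straddling the limit, or above it without dose testing; inactive = fold induction below the set limit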;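 also: activators that raise dye reduction in frataxin-depleted yeast; strong numbers were not always called active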
Dynein cargo inh = blocks dynein driven cargo transport along microtubules | 3617.4 mouse cells, GR-EGFP nuclear translocation imaging; test concentration mostly 20 µM; stimulated with dexamethasone, 1 µM; hits give low values | z-score, hits read low | hit rate 0.47% among 220,000;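 active = plate z-score of nuclear minus cytoplasmic receptor signal below a set negative limit, without overly bright fluorescence or cell loss, cut at about -3.5 in these data, passing the limit was not always enough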;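 also: z-score of nuclear minus cytoplasmic ring GR-EGFP intensity difference per well; some compounds called inactive have numbers as strong as hits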
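Schedule: 48 h induction, then 1 h compound, then 30 min agonist, 37 °C. Buffer or medium: tetracycline-free induction medium containing charcoal-stripped FBS. Reagent: 1.0 µM final dexamethasone stimulus. Evaluation: nuclear versus cytoplasmic GR-EGFP signal, averaged per well. Signal: high-content fluorescence imaging after fixation.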
Insulin prom up = MIN6 insulin promoter up-regulation; hit rate 0.3% among 190,000; MIN6 insulin promoter-GFP reporter, high-content imaging; hits give high values; z-score at 5 µM; AID 1625;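 active = z-score above 3 at 5 µM with at least 500 cells counted in the well; inconclusive = wells under 500 cells, flagged as cytotoxic or low count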
NOD2 inhibition = NOD2 signaling inhibitors, cell-based, luminescence, uHTS, HEK293 (AID 1566); HEK293 NOD2/NF-kB luciferase reporter, luminescence; higher % means a stronger effect; inhibition, % at 4 µM, or EC50 in µM where a hit was titrated; hit rate 0.63% among 290,000; in the data active = inhibition above about 50%; also: many of its hits are not listed in these tables
Autophagy HCS = modulators of autophagy. MEF GFP-LC3 puncta imaging; test concentration mostly 10 µM. calls only at 10 µM (by protocol). hit rate 0.98% among 190,000. AID 463193;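 active = percentage of spot-positive cells more than 3 SD above its plate mean, without a fluorescence outlier flag or 80% toxicity; inconclusive = no clear call, values can overlap the other calls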;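 also: spot-positive cell cutoff set from DMSO-treated cells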
b-catenin transl = modulators of beta-catenin nuclear translocation; HeLa beta-catenin nuclear translocation, immunofluorescence imaging; nuclear translocation activity, % at 5 µM; hit rate 0.3% among 190,000; AID 1665;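 active = nuclear translocation activity above 50% at 5 µM, with a well cell count of 50 or more; inconclusive = wells under 50 cells across six images, flagged as toxic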;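 also: per-cell ratio of nuclear to cytoplasmic median beta-catenin stain intensity; plate controls were DMSO negative control for no effect and GSK-3 inhibitor IX positive control for full effect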
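Read-out: Nuclear/cytoplasmic beta-catenin signal ratio, % activation | Assay system: Human HeLa cell line | Times: 24 h compound exposure at 37°C, 5% CO2 | Signal: Fluorescence imaging of beta-catenin antibody stain plus DAPI | Dosing: 5 µM primary, 0.02–20 µM confirmation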
Hep lipid drop = hepatic lipid droplet formation modulation; AML12 mouse hepatocytes, oleate lipid droplets, BODIPY imaging; hit rate 0.4% among 240,000; inhibition, % at 6.5 µM;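 active = lipid droplet intensity inhibited by at least 50%, with more than 500 cells counted; inconclusive = wells with under 300 cells, treated as cytotoxic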
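Assay system: AML12 mouse liver cells | Compound: 6.5 µM single-point dosing | Schedule: Overnight exposure | Technique: Fluorescence imaging, 20x objective, two fields per well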
WT yeast gro inh = growth inhibition of WT yeast, mitochondrial fusion screen. mitochondrial fusion phenotypic screen, WT strain. inhibition, % at 10 µM. hit rate 2.1% among 190,000. AID 1362; in the data active = inhibition above about 58%; tested in S. cerevisiae
WT yeast gro inh mutant strain = recorded beside WT yeast gro inh, whose call it bears; inhibition, %; mitochondrial fusion phenotypic screen, mutant strain inhibition
Dynein cargo inh cytoplasmic EGFP = recorded beside Dynein cargo inh, whose call it bears; z-score; measured here: cytoplasmic GR-EGFP intensity; hits give high values
Dynein cargo inh nuclear GR-EGFP = further read-out of Dynein cargo inh, marked with its call; z-score; measured here: nuclear GR-EGFP intensity;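 lower value marks the stronger effect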
Dynein cargo inh cell count = further read-out of Dynein cargo inh, marked with its call; z-score; measured here: cell count per field
Insulin prom up cell count = also measured in Insulin prom up; calls as there; cell count; measured here: cytotoxicity, nuclei count;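 total cells summed across four imaged fields per well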
Hep lipid drop cells 6.5 µM = also measured in Hep lipid drop; calls as there; cell count; measured here: cell count, cytotoxicity flag;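 cells counted across two imaged fields per well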
b-catenin transl cell count 5 µM = further read-out of b-catenin transl, marked with its call; cell count; measured here: cell count, cytotoxicity flag
MT stabilizer Hoechst-high % = second read-out of MT stabilizer, no call of its own (marks repeat the call); % Hoechst-high responders; measured here: nuclear condensation Hoechst responders;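 share of cells brighter than vehicle mean plus two SD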
MT stabilizer cytotoxicity % = recorded beside MT stabilizer, whose call it bears; toxicity, %; measured here: cytotoxicity by cell density;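 0% = mean cell density of plate MIN control wells and 100% = no cells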
Autophagy HCS cell loss 18 h = further read-out of Autophagy HCS, marked with its call; toxicity, %; measured here: cell loss, nuclei count;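 cell loss after 18 h compound exposure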
Active calls of the source: *; i = inactive; ? = inconclusive; . = no result given. These rows are one share of the data; rates above refer to the full screens.

Value order: Insulin prom up	Dynein cargo inh	b-catenin transl cell count 5 µM	WT yeast gro inh mutant strain	WT yeast gro inh	MT stabilizer cytotoxicity %	Dynein cargo inh cell count	NOD2 inhibition	MT stabilizer	Insulin prom up cell count	b-catenin transl	Hep lipid drop cells 6.5 µM	MT stabilizer Hoechst-high %	Dynein cargo inh cytoplasmic EGFP	Dynein cargo inh nuclear GR-EGFP	Yfh1-depleted yeast	Autophagy HCS cell loss 18 h	Autophagy HCS	Hep lipid drop
COc1ccc(/C(C)=N/Nc2cc(C(F)(F)F)ccc2Cl)c(OC)c1
→ -0.74	0.21	973	-2	51	11	0.26	5%	2.8	1430	9.3	664	3.0	-0.17	0.21	i	-26	i	-11
CC(=O)NC12CC3CC(C1)CC(C(=O)OCC(=O)c1ccc4c(c1)OCCO4)(C3)C2
→ -1	4.5	1174	2	8	2.3	-2	-48%	2.0	1198	0.6	.	1.7	-0.057	3.2	i	-6	i	.
COC(=O)c1ccc(-c2noc(CN(Cc3ccncc3)CC3CCCO3)n2)cc1 (stereo not drawn)
→ 0.46	0.11	1551	-3	2	8.5	-0.095	20%	1.7	1616	-0.6	702	2.2	-0.25	-0.16	i	5	i	6
O=C1S/C(=C/c2ccccc2)C(=O)N1CC(O)Cn1c2ccccc2c2ccccc21 (stereo not drawn)
→ 0.16	-0.58	601	-19	26	9.6	-1.5	-19%	2.8	1311	-2.2	568	2.4	-0.11	-0.28	i	11	i	-2
CCOc1cc(C(=S)N2CCCC2)ccc1OC(=O)Cc1ccc(F)cc1
→ 0.25	-0.58	960	13	9	11	0.84	-33%	1.9	1817	-3.0	683	1.9	-0.21	-0.09	i	-23	i	14
CCCc1nc(SCC(=O)c2ccc(OC)cc2)c2c(=O)n(C)c(=O)n(C)c2n1
→ -0.08	.	1094	.	.	.	.	-1%	.	1733	0.2	656	.	.	.	.	.	.	23
O=C(C1CCCC1)N1CCC(CO)(Cc2ccccc2Cl)CC1
→ -0.29	-0.43	1052	10	-7	8.9	0.43	3%	2.1	1456	-1.1	658	2.2	-0.32	-0.34	i	3	i	-21
Cc1ccc(NC(=S)c2ccc(N(C)C)cc2)cc1
→ -0.67	-0.22	976	12	5	8.3	0.36	-158%	2.0	1271	-0.7	623	2.5	-0.15	0.071	i	1	i	-15
O=C1C=C(c2cccs2)C[C@H](c2ccccc2)[C@H]1n1nnc([N+](=O)[O-])n1
→ -2.9	-0.6	994	22	-46	4.9	0.61	22%	14	1001	20	589	6.8	-0.3	-0.59	i	20	i	-7
Cc1c(Cl)cccc1NC(=O)CC1SC(=NCC2CCCO2)NC1=O (stereo not drawn)
→ -0.34	-0.045	1048	19	-15	5.2	-0.16	2%	6.3	1508	-0.9	673	2.0	-0.26	0.41	i	14	i	-1
COc1ccc(C(CC(=O)NCCCN2CCOCC2)NS(=O)(=O)c2ccc(C)cc2)cc1 (stereo not drawn)
→ -0.69	0.76	770	1	14	6.7	-0.5	9%	2.3	1354	-1.1	.	2.1	-0.2	0.77	i	18	i	.
Cc1nc2ccccn2c1-c1csc(NCc2ccco2)n1
→ -9.7	-0.05	983	24	6	1.6	0.12	8%	4.6	637	0.1	733	2.2	-0.25	-0.66	i	-1	i	-3
Nc1cccc2c1C(=O)N(C(=O)c1ccco1)C2=O
→ 0.62	1.4	1232	.	.	.	-0.45	13%	.	1472	-3.3	694	.	0.2	0.68	i	.	.	2
O=C(CCc1ccc(S(=O)(=O)N2CCOCC2)cc1)OCc1nc2ccccc2s1
→ 0.71	-0.013	876	5	11	6.0	-0.23	-19%	6.3	1121	-2.9	.	4.5	-0.31	-0.64	i	15	i	.
Cc1cc(=O)n(C)c2ccccc12
→ -0.84	-0.6	1440	2	-2	6.1	0.95	-5%	2.3	1505	1.0	722	2.7	-0.31	-0.38	i	21	i	41
CCN1CCc2c(OCC(=O)Nc3cccc(C)c3C)cccc2C1=O
→ -1.1	-0.46	1050	-17	-16	2.1	0.95	-7%	2.4	1499	-2.2	680	1.3	-0.26	-0.065	i	11	i	-3
S=C(NCCCN1CCOCC1)NC1CC1
→ -0.71	0.11	1003	2	-7	6.3	0.47	-1%	3.1	1648	0.2	677	1.9	-0.18	0.29	i	23	i	11
COc1cc(CN2CCC(CO)(Cc3cccc(C(F)(F)F)c3)CC2)ccc1F
→ 0	-0.48	1301	.	.	.	0.83	-29%	.	1011	-0.4	730	.	-0.29	-0.22	i	.	.	-5
CCCCCCC1C(C#N)=C(N)OC2=C1C(=O)CCC2 (stereo not drawn)
→ 1.7	-0.34	945	-11	2	6.8	0.34	0%	7.8	1537	-0.9	708	2.6	-0.24	-0.1	i	4	i	7
O=C(NCc1ccccc1Cl)C1CCCN(S(=O)(=O)c2cccc3nsnc23)C1 (stereo not drawn)
→ 0.33	1.2	.	16	15	8.0	-0.38	11%	1.5	657	.	792	1.0	-0.18	0.66	i	-3	i	-14
C#CCOc1nc(Nc2cccc([N+](=O)[O-])c2)nc(OCC#C)n1
→ -0.51	1	1002	-7	39	0.6	-1.9	23%	1.9	1335	-1.9	714	2.2	-0.092	1.4	i	6	i	2
Cn1ncc(C#N)c1NC(=O)C1CC(c2c(F)cccc2Cl)=NO1 (stereo not drawn)
→ 0.73	-1.1	1070	9	-2	64	0.4	-8%	2.7	1795	-2.3	625	1.5	-0.28	-0.3	i	0	i	0
O=C1CCCC(O)=C1N=Nc1ccc2ncsc2c1
→ 0.34	-0.84	485	15	10	3.9	0.53	-14%	2.3	1165	4.9	702	3.2	-0.29	-0.63	i	6	i	16
CC(Sc1ccc(Cl)cc1)C(=O)NCC1CCCO1 (stereo not drawn)
→ 0.09	-0.36	.	16	8	6.8	0.34	0%	2.2	883	.	780	1.1	-0.25	-0.11	i	5	i	11
CN(C)c1ccc(NC(=S)N2CCN(c3ncc(C(F)(F)F)cc3Cl)CC2)cc1
→ -0.21	-0.45	1151	.	.	.	1	-21%	.	1347	-2.4	728	.	-0.24	-0.3	i	.	.	17
Cc1cccc(NCC(=O)NNC(=S)Nc2ccccc2)c1
→ 0.17	0.23	1423	-10	-25	16	0.41	2%	2.2	1426	0.8	704	2.0	-0.3	-0.22	?	-13	i	-21
CC(Oc1cc(Cl)ccc1Cl)C(=O)N/N=C\c1ccnn1C (stereo not drawn)
→ -0.15	1.4	.	-4	13	5.1	-1.1	5%	3.0	1325	.	724	3.3	-0.19	1.8	i	13	i	-4
CCN1C(=O)C(CC(=O)Nc2ccc(OC)cc2)N(CCc2ccccc2F)C1=S (stereo not drawn)
→ .	-0.48	1282	.	.	.	0.58	-12%	.	.	2.4	581	.	-0.28	-0.21	i	.	.	-23
Cc1ccc(Nc2cc(C(=O)NCCCN3CCOCC3)c3ccccc3n2)c(C)c1
→ -0.56	-0.62	1044	10	-5	5.6	0.51	6%	2.3	1259	-0.6	690	2.2	-0.13	-0.19	i	-8	i	-2
CCC(C)(C)NC(=O)C(c1ccc(F)cc1)N(Cc1ccc(OC)cc1)C(=O)c1cnccn1 (stereo not drawn)
→ -0.03	-0.039	1066	7	-1	5.4	0.53	-14%	1.4	1485	0.2	704	1.5	-0.3	-0.15	i	25	i	-21
Cc1ccccc1OCc1nnc(SCC(=O)Nc2ccc3c(c2)OCO3)n1C
→ 0.4	0.81	1108	14	9	11	-0.76	-93%	5.1	1202	-4.9	.	2.1	-0.3	0.81	i	47	i	.
O=S(=O)(Nc1nc2ccc(S(=O)(=O)N3CCCCC3)cc2s1)c1ccccc1
→ 2.1	0.68	1131	17	-4	8.4	-0.16	19%	4.2	859	-0.4	805	3.1	-0.19	0.35	i	-2	i	-12
Cc1nnc2ccc(-c3ccc(NC(=O)c4ccc(Cl)nc4)cc3)nn12
→ -0.03	0.24	1062	-18	-11	3.4	0.42	16%	1.9	1654	-2.1	695	1.0	-0.31	0.35	i	-4	i	6
O=C(COc1ccc(/C=N/NC(=O)C(=O)N2CCCCCC2)cc1)Nc1ccccc1Cl
→ -0.56	-0.25	.	4	-2	7.0	0.2	6%	4.6	1304	.	597	2.8	-0.25	-0.33	.	11	i	-7
CCOc1cccc(=O)c2c(C)n(CC(=O)c3ccccc3)c(C)c12
→ 0.39	-0.3	904	-6	-25	6.7	0.95	13%	1.6	1491	2.8	708	1.4	-0.19	0.13	i	-7	i	4
CN(/N=C/Cc1nnnn1-c1ccc(Cl)cc1)c1ccccc1
→ -0.23	0.36	1319	.	.	.	0.23	16%	.	1280	-1.4	672	.	-0.27	-0.051	i	.	.	-6

High-throughput results from PubChem.
